GLP1R inv ag: inverse agonists of human GLP-1 receptor. AID 624417. actives 1.6% (n = 410,000). P43220. HEK293 GLP-1R CRE-luciferase, luminescence, 24 h; GLP-1R form is constitutively active. Potency, µM (top dose mostly 38.3 µM), for the others: at the top dose activity change, negative = inhibition, actives largely listed as inhibitors; further: potency means the concentration at half of the fitted maximal effect; on the % scale 0 is the no-effect control and ±100 the full control effect; nearly all actives have a fitted effect of over 55% in size
Target sequence (P43220 whole entry, looked up): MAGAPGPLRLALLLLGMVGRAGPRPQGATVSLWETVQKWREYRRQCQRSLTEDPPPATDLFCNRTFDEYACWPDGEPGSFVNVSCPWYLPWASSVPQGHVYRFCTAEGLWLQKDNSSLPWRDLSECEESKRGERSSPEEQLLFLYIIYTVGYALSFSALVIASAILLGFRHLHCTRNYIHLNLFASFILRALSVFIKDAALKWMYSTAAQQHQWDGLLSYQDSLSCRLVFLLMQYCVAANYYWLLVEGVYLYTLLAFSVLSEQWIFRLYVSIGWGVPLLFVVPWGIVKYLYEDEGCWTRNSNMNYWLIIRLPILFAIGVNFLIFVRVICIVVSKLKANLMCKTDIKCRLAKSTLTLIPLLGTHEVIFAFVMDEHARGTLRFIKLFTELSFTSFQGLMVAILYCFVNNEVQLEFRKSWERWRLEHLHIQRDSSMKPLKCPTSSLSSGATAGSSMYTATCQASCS
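GLP-1R inverse agonism mode: basal reporter luminescence in engineered HEK293 cells measured after one day of compound exposure at 37 deg C, with a 12 min room-temperature detection step.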
GLP-1R agonist: agonists of human GLP-1 receptor. P43220. HEK293 GLP-1R CRE-luciferase, luminescence, 4-6 h; cells express a hypersensitive GLP-1R form. Potency, µM (titrated, usually from 45.6 µM), without a hit: top-dose activation, most hits filed as activators. actives 0.007% (n = 380,000). AID 624172; further: potency means the concentration at half of the fitted maximal effect; % of control where 0% means no effect
FUS suppressor: suppressors of FUS proteinopathy in yeast. S. cerevisiae FUS-expressing, growth rescue, OD600, 24 h. Potency, µM (highest dose often 76.6 µM), without a hit: at the top dose growth rescue (activation), usual class: activators. actives 0.24% (n = 390,000). AID 1347120;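 further: potency means the concentration at half of the fitted maximal effect; plate controls were DMSO vehicle for no effect and reference control for full effect; nearly all actives have a fitted effect of over 55% in size; some results filed as inactive show a strong effect at the top dose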
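Restored growth of FUS-toxic S. cerevisiae, read as 600 nm absorbance after 24 h at 30C in galactose medium (starting OD 0.005). Controls CP55940 and DMSO.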
Akt phos inh: Akt phosphorylation inhibition | actives 0.32% (n = 360,000) | AID 651550 | Neuro2A IGF-stimulated pAkt S473 HTRF, 20 min; active compounds read low | activity change, % for hits at 50 µM; in the data active means activity change below about -80%; inconclusive means mostly about -51% to -80%; further: on the % scale 0 is the no-effect control and ±100 the full control effect
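Neuro2A cells in DMEM with 0.5% FBS, overnight at 37 deg C, given compound at single 50 µM final, then IGF (6 nM final) for 20 min at 37 deg C. Lysed; phospho-Akt Ser473 by HTRF after 24 h, 665/615 ratio.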
Abeta yeast res: compounds reversing amyloid beta toxicity in yeast; yeast expressing A-beta42, growth rescue, OD600, 48 h; response scale: 0% DMSO, 100% iron-clioquinol control; Potency, µM (doses to about 46.1 µM), for the others: at the top dose growth rescue, actives largely listed as activators; actives 0.063% (n = 410,000); further: potency means the concentration at half of the fitted maximal effect; nearly all actives have a fitted effect of over 55% in size
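Yeast A-beta toxicity model in growth medium with pinned compounds, 48 h at 30 C; growth read as absorbance at 600 nm. Normalized to FeCl3/clioquinol equimolar mix (positive) and DMSO (negative).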
PTHR1 ag: activates the human parathyroid hormone receptor PTHR1 | HEK293 GP2 PTHR1 cells, GloSensor cAMP luminescence, 1 h | Q03431 | Potency, µM (highest dose often 115 µM), without a hit: at the top dose activation, usual class: activators | actives 0.075% (n = 410,000); further: potency means the concentration at half of the fitted maximal effect; nearly all actives have a fitted effect of over 55% in size; some results filed as inactive show a strong effect at the top dose; inactives centre near -15; many of its hits are not listed in these tables
Target sequence (Q03431 whole entry, looked up): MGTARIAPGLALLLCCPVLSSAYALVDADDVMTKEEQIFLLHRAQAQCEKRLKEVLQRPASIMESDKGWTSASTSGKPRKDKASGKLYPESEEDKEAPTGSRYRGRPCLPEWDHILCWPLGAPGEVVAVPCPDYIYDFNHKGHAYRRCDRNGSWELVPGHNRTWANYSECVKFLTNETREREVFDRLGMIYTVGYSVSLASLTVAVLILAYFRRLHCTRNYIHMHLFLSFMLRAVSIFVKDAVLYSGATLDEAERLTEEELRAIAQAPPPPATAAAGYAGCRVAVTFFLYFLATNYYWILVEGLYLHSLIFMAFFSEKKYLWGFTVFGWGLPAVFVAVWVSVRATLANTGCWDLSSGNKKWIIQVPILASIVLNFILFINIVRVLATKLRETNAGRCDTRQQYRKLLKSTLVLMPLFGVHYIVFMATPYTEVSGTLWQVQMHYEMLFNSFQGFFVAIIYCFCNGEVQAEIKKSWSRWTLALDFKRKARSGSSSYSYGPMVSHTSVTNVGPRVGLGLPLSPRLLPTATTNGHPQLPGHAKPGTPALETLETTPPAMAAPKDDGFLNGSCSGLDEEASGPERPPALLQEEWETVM
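HEK-293-derived GP2 cells expressing PTHR1 and a GloSensor cAMP reporter, 3,000/well, plated overnight, given luciferin plus IBMX (each 0.5 mM as added) for 1 h at 37 °C, then compound for 1 h at 37 °C. Luminescence was read after 15 min at room temperature.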
aSyn rescue: alpha-synuclein toxicity inhibition in yeast. Yeast expressing alpha-synuclein, growth rescue, BacTiter-Glo, 24 h. AID 652106. actives 0.14% (n = 370,000). Potency, µM (series often up to 46.1 µM), inactives show at the highest dose growth rescue (activation), usual class: activators; further: potency means the concentration at half of the fitted maximal effect; % of control where 0% means no effect; nearly all actives have a fitted effect of over 65% in size
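Rescue of yeast growth: cells expressing toxic alpha-synuclein, induced in galactose at OD600 0.02, incubated with compound 24 h at 30 C. ATP luminescence quantified growth; inhibitors of toxicity appear as activators.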
TDP43 rescue: inhibitors of TDP-43 toxicity in yeast; Potency, µM (doses to about 46.1 µM), for inactives: at the top dose growth rescue (activation), actives largely listed as activators; AID 652104; TDP-43 expressing yeast growth rescue, BacTiter-Glo, 24 h; actives 1.8% (n = 410,000); further: potency means the concentration at half of the fitted maximal effect; % of control where 0% means no effect; nearly all actives have a fitted effect of over 50% in size
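Galactose-induced TDP-43 yeast, OD600=0.02, compound pinned; 24 hr, 30 deg C; BacTiter-Glo luminescence for growth. Inhibitors of TDP-43 toxicity read as activators.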
DRD3 antagonist: D3 dopamine receptor (human) antagonism | P35462 | D3R cells, DiscoveRx beta-arrestin luminescence, antagonist mode; active compounds read low | max response, negative = inhibition, % | actives 2.5% (n = 360,000) | AID 652054; in the data active means max response below about -50%; inconclusive means no clear call, values can overlap the other calls; further: on the % scale 0 is the no-effect control and ±100 the full control effect; mostly tested at two doses, the higher about 12 µM
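Cells expressing the human receptor were seeded at 1500 cells/well, incubated overnight at 37 degrees C in 5% CO2, then exposed to library compounds with dopamine controls for 90 minutes at 37 degrees C before luminescent detection.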
Numbers without * were called inactive; i = inactive; ? = inconclusive; . = no result given; [ ] = dose if it differs, or a comment. Unless noted, the call rests on the fitted dose curve; in most records, active means well fitted curve in the direction sought with a large enough effect; inconclusive means small, poorly fitted or top-dose-only effect, or another doubt; inactive means no such curve, though single readings can be large; an effect the other way counts as inactive or inconclusive. A portion of the library; the hit share may differ from the screen's.

SMILES	GLP1R inv ag	GLP-1R agonist	FUS suppressor	Akt phos inh	Abeta yeast res	PTHR1 ag	aSyn rescue	TDP43 rescue	DRD3 antagonist
COC(=O)c1cc(Cl)ccc1NCC(N)c1ccccc1 (stereo not given)	-27.5%	-5.3%	-11.3%	i	-13.9%	4.0%	-2.0%	-19.8%	0.0
COCCCn1c(C)cc(C(=O)COC(=O)C23CC4CC(CC(O)(C4)C2)C3)c1C	?	-3.9%	33.2%	i	-0.3%	-20.5%	4.1%	2.1%	12.2
CCc1ccccc1NC(=O)c1ccc(NS(C)(=O)=O)cc1	6.7%	5.1%	3.2%	i	-7.4%	i	-4.8%	-17.3%	0.0
CN(CC(=O)Nc1ccc(N2CCOCC2)cc1)C(=O)CCNC(=O)c1ccc(Br)cc1	25.8%	-8.9%	40.2%	i	-3.2%	i	-6.1%	-5.6%	20.5
CCOC(=O)C1=C(N)n2c(s/c(=C\c3cccnc3)c2=O)=C(C(=O)OC)C1c1cccnc1 (stereo not given)	4.2%	-0.8%	9.7%	i	-7.3%	-10.8%	-1.9%	10.3%	-19.6
CC(O)CNC1c2ccccc2CC1O (stereo not given)	-14.6%	-0.1%	-19.3%	i	3.1%	-65.8%[inhibitor]	3.8%	-3.1%	14.1
COc1cc(NC(=O)c2cc3ccccn3n2)cc(OC)c1OC	23.5%	.	2.6%	.	10.4%	i	.	0.0%	.
COC(=O)N/N=C/c1cn(Cc2ccccc2Cl)c2ccccc12	?	25.8%	6.4%	i	13.2%	i	4.9%	?	-12.1
Cc1c(NC(=S)NC(=O)c2ccco2)c(=O)n(-c2ccccc2)n1C	16.6%	11.1%	.	i	0.3%	?	-0.2%	21.0%	21.2
Oc1c(Br)cc(/C=N/Nc2nncc3ccccc23)cc1Br	28.8%	20.9%	-3.7%	i	19.5%	-25.5%	9.1%	-15.2%	-12.2
O=C(NCc1cccnc1)C(=O)N/N=C/c1ccc([N+](=O)[O-])cc1	6.8%	8.0%	-10.5%	i	-1.3%	i	-5.1%	-11.4%	-11.9
Cc1cc2c(c(N)n1)c(=O)oc1ccccc12	55.0%[activator]	11.0%	12.5%	i	-0.3%	i	0.5%	-10.2%	-8.5
CCc1ccc(OCC(=O)NC(Cc2c[nH]c3ccccc23)C(=O)O)cc1 (stereo not given)	3.4%	.	-1.4%	.	-12.4%	-0.3%	.	5.4%	.
O=C(Cc1ccc([N+](=O)[O-])cc1)NCc1ccccn1	-12.2%	11.8%	9.8%	i	-7.8%	i	-0.1%	-8.0%[9.22 µM]	11.1
CN(C)c1ncnc2c1ncn2-c1ccccc1	89.4%[activator]	-1.8%	.	i	0.0%	i	-1.8%	-1.5%	1.9
O=C(/C=C/c1ccccc1Cl)NC(=S)Nc1ccccc1C(=O)NC1CCCCC1	2.9%	-3.8%	6.2%	i	-0.7%	i	-21.8%	-15.8%	-6.1
COc1ccc(-c2cc3cc(C(=O)O)ccn3c2C(=O)c2ccccc2)cc1	12.4%	-6.4%	5.3%	i	-12.9%	-21.8%	?	-19.5%	-17.5
O=C(O)c1ccc(CSc2n[nH]c(-c3ccco3)n2)cc1	4.6%	3.1%	16.6%	i	9.0%	-6.5%	1.2%	2.1%	-22.5
CCCN1CCN(C(=O)c2oc3ccccc3c2NC(=O)C2CC2)CC1	2.3%	-0.4%	-7.7%	i	1.4%	9.4%	7.9%	-13.1%	5.0
CCN(CC)CCCNC(=O)c1cn(CC)c2ccc(S(=O)(=O)N(C)C3CCCCC3)cc2c1=O	?	13.4%	18.9%	i	0.1%	i	-9.5%	4.3%	-5.2
COc1ccc(Br)cc1CNC(=O)CCNC(=O)Cn1ccc2ccccc2c1=O	12.6%	4.0%	32.6%	i	-1.9%	i	-1.5%	27.4%	-12.9
Cn1c(N2CCCC2)nc2c1c(=O)n(Cc1ccc(Cl)cc1)c(=O)n2C	0.0%	12.8%	30.6%	i	18.8%	-32.9%[inhibitor]	24.5%	?	8.2
COc1ccc(NC(=O)CSc2nnc(Cn3nnc4ccccc43)n2C)cc1	-14.8%	5.4%	-7.4%	i	-4.3%	i	-0.2%	-5.5%	33.8
COc1ccc(C(=O)OCCN2CCOCC2)cc1OC	79.1%[activator]	7.6%	-10.6%	i	-17.8%	i	3.0%	15.3%	-0.3
NC(=O)COc1ccc(-c2noc(COc3ccccc3[N+](=O)[O-])n2)cc1	11.6%	0.9%	-28.3%	i	2.6%	i	2.4%	7.2%	-2.5
CCOC(=O)c1c(C)oc2nc(C)nc(NCCc3ccc(SC)cc3)c12	4.9%	.	-10.9%	.	-17.7%	-21.5%	.	5.8%	.
Cc1ccc(C)c(-c2[nH]ncc2CN2CCCC(CO)(Cc3ccccc3C)C2)c1 (stereo not given)	10µM*	7.6%	14.3%	i	-7.5%	20.3%	0.4%	-0.3%	-10.4
Cc1ccc2oc(C(=O)N3CCN(c4cccc(C)n4)CC3)c(C)c2c1	?	20.4%	-0.8%	i	16.5%	i	12.8%	?	13.7
COc1cccc(N2CCN(C(=O)c3cnn(-c4ccc(C)cc4C)c3C3CCN(C(=O)OC(C)(C)C)CC3)CC2)c1	-23.0%	.	32.4%	.	9.0%	-5.4%	.	15.4%	.
COc1ccc(CC(N)c2csc(NC(=O)c3cccc(OC(F)(F)F)c3)n2)cc1 (stereo not given)	?	-1.8%	29.8%	i	-5.5%	-3.3%	-27.8%	9.8%	44.1
COC(=O)c1sc(NC(=O)c2ccc(OC)cc2OC)nc1C	?	-2.3%	2.2%	?	-10.0%	-12.2%[57.5 µM]	-4.4%	-0.6%	-1.6
O=C1CC(c2ccccc2)CC(=NCCO)/C1=C(\O)CCCN1C(=O)c2ccccc2C1=O (stereo not given)	11.0%	8.1%	10.5%	i	8.9%	-12.8%	-1.8%	11.2%	6.1
CCN(C(=O)COC(=O)c1cccnc1Nc1ccccc1F)C1CCS(=O)(=O)C1 (stereo not given)	5.6%	-2.5%	-16.5%	i	14.4%	i	-6.7%	22.1%	11.2
CC(C)(C)OC(=O)N1CCC(c2c(C(=O)N3CCCCC3)cnn2-c2ccc(F)cc2)CC1	9.4%	.	-16.5%	.	-5.0%	i	.	17.5%	.
O=C(NNC(=O)C1CC1)c1cc2cc3ccccc3nc2s1	2.1%	-1.0%	4.1%	i	-1.8%	-1.0%	2.1%	3.7%	-1.1
CC(C)C[C@H]1C(=O)N2CCC[C@H]2[C@]2(O)O[C@](NC(=O)[C@@H]3C=C4c5cccc6[nH]c(Br)c(c56)CC4N(C)C3)(C(C)C)C(=O)N12 (stereo not given in full)	-28.5%	0.0%	23.7%	i	-6.0%	-3.2%	-1.8%	4.9%	-10.0

One compound at a time, as listed above:
Profile of `CCN(C(=O)COC(=O)c1cccnc1Nc1ccccc1F)C1CCS(=O)(=O)C1` (stereo not given) : GLP1R inv ag = 5.6%; GLP-1R agonist = -2.5%; FUS suppressor = -16.5%; Akt phos inh = i; Abeta yeast res = 14.4%; PTHR1 ag = i; aSyn rescue = -6.7%; TDP43 rescue = 22.1%; DRD3 antagonist = 11.2
Profile of `COC(=O)c1sc(NC(=O)c2ccc(OC)cc2OC)nc1C` : GLP1R inv ag = ?; GLP-1R agonist = -2.3%; FUS suppressor = 2.2%; Akt phos inh = ?; Abeta yeast res = -10.0%; PTHR1 ag = -12.2%[57.5 µM]; aSyn rescue = -4.4%; TDP43 rescue = -0.6%; DRD3 antagonist = -1.6

New compounds follow:
SMILES	GLP1R inv ag	GLP-1R agonist	FUS suppressor	Akt phos inh	Abeta yeast res	PTHR1 ag	aSyn rescue	TDP43 rescue	DRD3 antagonist
O=C(NCCCN1CCC(Cc2ccccc2)CC1)C1CCN(S(=O)(=O)N2CCC3(CC2)OCCO3)CC1	-2.8%	6.8%	-0.5%	i	0.3%	i	-0.8%	-1.6%	6.9
O=C(Nc1nnc(SCc2ccccc2F)s1)C1=COCCO1	2.6%	-0.2%	-7.2%	i	3.9%	-17.3%	0.9%	?	10.0
COc1ccc(S(=O)(=O)Nc2nc3ccccc3nc2NCC2CCCO2)cc1 (stereo not given)	?	5.9%	12.3%	i	5.2%	i	2.6%	1.7%	-2.6
O=C(COC(=O)c1cccnc1Cl)NC(=O)NC1CCCCC1	-5.1%	10.6%	26.9%	i	2.1%	-4.7%	-3.7%	-13.5%	1.5
CCOC(=O)C(Sc1nnc(-c2ccncc2)o1)C(C)=O (stereo not given)	5.0%	-5.3%	19.3%	i	-9.4%	i	-8.7%	-12.1%	18.9
O=C1NC(CCc2ccccc2)C(=O)N1Cc1ccccc1Cl (stereo not given)	?	-2.9%	.	i	0.5%	-6.9%	13.2%	2.7%	11.2
O=C(Nc1ccc(Cl)cc1)Nc1nnc(Cc2ccc([N+](=O)[O-])cc2)s1	5.3%	5.0%	-9.2%	i	2.2%	-36.1%[inhibitor]	0.0%	6.3%	6.5
O=C(NCCc1ccccc1)C(=O)NCC1OCCN1S(=O)(=O)c1cc(F)ccc1F (stereo not given)	-6.5%	-0.5%	-2.7%	i	-0.9%	-24.0%	0.3%	14.9%	18.0
NC(=O)c1nsc(C(=O)N(Cc2ccccc2F)C(C(=O)NCC2CCCO2)c2ccc(F)cc2)c1N (stereo not given)	-1.3%	2.4%	18.7%	i	8.8%	i	3.1%	3.9%	18.0
CC(C)NS(=O)(=O)c1ccc(OCC(=O)NCCC2=CCCCC2)cc1	0.0%	-0.6%	30.9%	i	0.1%	-7.5%[57.5 µM]	0.1%	-3.1%	-13.7
Cc1ccc(C)c(N2CCN(C(=O)C3CCCN(Cc4nc(-c5cccc(Cl)c5)oc4C)C3)CC2)c1 (stereo not given)	-0.4%	.	?	.	-8.0%	-27.5%	.	0.8%	.
CCOC(=O)c1cc2c(=O)n3ccccc3nc2n(C(C)C)c1=NC(=O)c1ccncc1	161.7%[activator]	?	-20.9%	i	-20.3%	i	6.5%	7.3%	4.7
